CSN inh – blocks human CSN-mediated cullin deneddylation. inhibition, % at 12.5 µM. Purified CSN, SCF-Nedd8-OG deneddylation, fluorescence polarization. AID 651999. hit rate 0.38% among 360,000. Q92905;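 active = pattern-corrected inhibition above about 35%, with an unprinted fluorescence ratio check between 0.5 and 1.5, limit read from the data, passing the limit was not always enough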;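 also: 0% = enzyme with substrate and 100% = substrate without enzyme; some results filed as inactive read as strong as hits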
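Test system: purified human Csn5 enzyme expressed in HEK293T cells. Amount: 0.24 nM enzyme. Reagent: SCFSkp2-Nedd8OG substrate at 10 nM final. Schedule: 90 min incubation of compound, enzyme and substrate at room temperature. Detection: fluorescence polarization. Read-out: % inhibition of substrate cleavage by Csn5.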
LMPTP block – blocks human LMPTP phosphatase; P24666; recombinant LMPTP-A, OMFP fluorogenic substrate, fluorescence intensity; inhibition, % at 20 µM; hit rate 0.22% among 360,000;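 active = compounds that cut the enzyme signal by at least half of the control window in the single-dose screen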;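 also: plate controls were DMSO wells with enzyme plus substrate for no effect and substrate without enzyme for full effect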
Target sequence (P24666 whole entry, looked up): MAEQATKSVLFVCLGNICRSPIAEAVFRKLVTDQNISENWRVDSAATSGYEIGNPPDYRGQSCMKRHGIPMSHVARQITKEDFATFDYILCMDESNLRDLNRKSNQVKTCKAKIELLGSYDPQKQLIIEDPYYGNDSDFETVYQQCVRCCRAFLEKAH
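Test system – LMPTP-A phosphatase enzyme · Quantity – 0.625 nM LMPTP-A final · Reagent – OMFP substrate, 400 µM final · Dosing – one test concentration per compound, 20 µM, with 3% DMSO overall · Timing – 50 min enzyme reaction at room temperature, protected from light · Detection – fluorescence intensity · Controls – substrate-only low control, DMSO enzyme-plus-substrate high control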
MLLE-PAM2 inh – inhibitors of microRNA-mediated deadenylation, human PABP1 MLLE binding; GST-MLLE / FITC-PAM2 fluorescence polarization; hit rate 0.36% among 360,000; inhibition, % at 20 µM; in the data active = inhibition above about 35%, passing the limit was not always enough;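 also: plate controls were DMSO wells with GST-MLLE for no effect and wells lacking GST-MLLE protein for full effect; some results filed as inactive read as strong as hits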
Scp-1 inhibitor – blocks human Scp-1 phosphatase activity | Q9GZU7 | Recombinant Scp1, phosphopeptide, malachite green phosphate absorbance | inhibition, % at 20 µM | hit rate 0.88% among 340,000 | AID 493091;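 active = inhibition above about 50% at 20 µM, limit read from the data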;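 also: plate controls were DMSO wells with enzyme for no effect and wells lacking enzyme for full effect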
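Times: enzyme reaction 45 min at room temperature, colour 5 min, stabilisation 30 min. Material: SCP-1 catalytic fragment, aa 76-261. Medium: Acidic Tris acetate buffer with magnesium and detergent. Signal: colorimetric free-phosphate detection, absorbance 630 nm. Read-out basis: % inhibition of SCP-1 phosphate liberation. Reagent: Phosphorylated 17-residue peptide substrate.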
NadD inh – inhibitors of Staphylococcus aureus NadD; purified NadD enzyme, colorimetric absorbance read-out; inhibition, % at 20 µM; hit rate 0.78% among 360,000; AID 602399; in the data active = inhibition above about 26%; also: some compounds past the cut are filed as inactive
DNMT1 block – blocks human DNA methyltransferase DNMT1; DNMT1 molecular beacon, Hinp1I cleavage, fluorescence; inhibition (reported as % activation of signal), % at 10 µM; hit rate 0.83% among 360,000; P26358; in the data active = inhibition above about 50%
TbMetRS inhib – blocks T. brucei methionyl-tRNA synthetase activity; hit rate 0.4% among 360,000; inhibition, % at 11.9 µM; purified T. brucei MetRS, ATP depletion, Kinase-Glo luminescence; AID 624268;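 active = inhibition above a per-plate cutoff of the control wells' mean inhibition plus 3 SD, cut at about 5.5% in these data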;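 also: 0% = DMSO wells median and 100% = median of wells with control inhibitor compound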
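assay system = parasite MetRS enzyme | timing = 15 min preincubation, 2 h reaction, all 25 °C | evaluation = percent inhibition relative to median high and low control wells | medium = HEPES buffer containing pyrophosphatase, BSA, spermine, DTT | compound = single dose, 11.9 µM final nominal, 0.9% final DMSO | detection = Kinase-Glo luminescence, ATP depletion format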
STEP inh – blocks human striatal-enriched tyrosine phosphatase. recombinant STEP, OMFP fluorogenic substrate, fluorescence. inhibition, % at 20 µM. hit rate 0.25% among 360,000;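 active = inhibition at 20 µM, scaled per plate between control wells, above about 37%, limit read from the data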;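 also: 0% = DMSO with enzyme and substrate and 100% = substrate only without enzyme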
Target sequence (P54829 whole entry, looked up): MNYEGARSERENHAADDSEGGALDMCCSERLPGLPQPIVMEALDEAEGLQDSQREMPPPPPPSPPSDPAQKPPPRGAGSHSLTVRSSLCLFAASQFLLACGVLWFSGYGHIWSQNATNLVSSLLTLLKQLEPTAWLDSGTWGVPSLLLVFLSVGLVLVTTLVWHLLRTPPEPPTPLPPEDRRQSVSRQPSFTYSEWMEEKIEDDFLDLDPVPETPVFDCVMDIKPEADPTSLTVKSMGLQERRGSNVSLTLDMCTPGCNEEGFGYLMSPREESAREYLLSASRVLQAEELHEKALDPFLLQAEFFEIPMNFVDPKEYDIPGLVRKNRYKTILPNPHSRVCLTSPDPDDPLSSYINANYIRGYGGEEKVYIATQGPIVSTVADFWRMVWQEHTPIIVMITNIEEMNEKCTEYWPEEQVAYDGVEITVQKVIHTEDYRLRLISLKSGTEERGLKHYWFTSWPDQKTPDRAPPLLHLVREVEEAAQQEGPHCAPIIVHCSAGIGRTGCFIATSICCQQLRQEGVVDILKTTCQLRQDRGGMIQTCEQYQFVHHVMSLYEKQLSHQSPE
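material = STEP tyrosine phosphatase | reagent = fluorogenic phosphatase substrate OMFP at 25 µM final | doses = single compound dose of 20 µM, 1% DMSO final | schedule = 20 min reaction, room temperature, in the dark | measured by = fluorescence, 480/540 nm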
Rpn11 block – blocks the human proteasome subunit Rpn11; hit rate 0.59% among 360,000; calls only at 20 µM; human 26S proteasome, Ub4-pepOG fluorescence polarization; 20S core pre-blocked with epoxomicin; AID 588493;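 active = inhibition at 20 µM, scaled to each plate's controls, above about 33%, limit read from the data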
Target sequence (O00487 whole entry, looked up): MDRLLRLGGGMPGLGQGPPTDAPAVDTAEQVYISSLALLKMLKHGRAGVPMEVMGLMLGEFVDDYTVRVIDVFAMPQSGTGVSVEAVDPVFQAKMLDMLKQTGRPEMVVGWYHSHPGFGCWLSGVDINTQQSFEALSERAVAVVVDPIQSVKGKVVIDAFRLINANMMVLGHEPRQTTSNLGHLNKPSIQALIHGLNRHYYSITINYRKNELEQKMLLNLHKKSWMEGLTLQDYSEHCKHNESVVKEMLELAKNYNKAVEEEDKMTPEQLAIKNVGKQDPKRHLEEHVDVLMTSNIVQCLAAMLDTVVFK
SUMO1-SIM PPI – alters human SUMO1 binding to SIM partners; AID 602429; hit rate 0.33% among 360,000; SUMO1 binding to a labelled peptide, TR-FRET, 1 h; inhibition, % at 20 µM; in the data active = inhibition above about 37%
Active calls of the source: *; i = inactive; / = no result given; + = active, no number.

1: COc1ccc(/C=C(/C#N)C(=O)Nc2ccc(O)cc2)cc1C(=O)O
2: CN1CCN(C(=O)c2ccccc2[N+](=O)[O-])CC1
3: Cc1ccc(SCC(=O)OCC(=O)Nc2ccc3[nH]c(=O)[nH]c3c2)cc1C
4: Cc1ccc(N(C)S(=O)(=O)c2cccc(C(=O)Nc3ccc(C)cn3)c2)cc1
5: CCN1C(=S)SC(=O)C1=C1C=C(C)N(Cc2ccco2)C(C)=C1
6: O=C(COC(=O)COc1ccccc1)NCc1ccccc1
7: Cc1ccc(C(=O)Nc2nc(=O)n(C)s2)cc1
8: CCc1ccccc1N(CC(=O)OC)S(C)(=O)=O

compound no.,1,2,3,4,5,6,7,8
CSN inh,-3,1,1,-8,17,4,2,-1
LMPTP block,-1.2,-0.2,1.2,-8.6,3.2,0.2,-2.0,0.7
MLLE-PAM2 inh,33,-5,1,9,-76,-4,0,-2
Scp-1 inhibitor,-8,-4,1,-4,19,-11,-2,3
NadD inh,-7,-5,4,1,15,-6,4,-2
DNMT1 block,-1,-2,1,-9,-14,0,0,-4
TbMetRS inhib,-0.2,-0.5,-0.4,-0.5,-0.6,-0.4,-0.6,-0.3
STEP inh,-3,8,2,-2,7,-3,-2,0
Rpn11 block,i,i,i,i,+,i,i,i
SUMO1-SIM PPI,13,-5,6,-55,-5,0,-1,0

Two compounds picked at random from those above:
2: CN1CCN(C(=O)c2ccccc2[N+](=O)[O-])CC1
7: Cc1ccc(C(=O)Nc2nc(=O)n(C)s2)cc1

compound no.,2,7
CSN inh,1,2
LMPTP block,-0.2,-2.0
MLLE-PAM2 inh,-5,0
Scp-1 inhibitor,-4,-2
NadD inh,-5,4
DNMT1 block,-2,0
TbMetRS inhib,-0.5,-0.6
STEP inh,8,-2
Rpn11 block,i,i
SUMO1-SIM PPI,-5,-1

The list goes on:
9: CCCCNC(=O)C1CCN(C(=O)Nc2ccc(C)cc2)CC1
10: CC(=O)c1ccc(NC(=O)c2cccs2)cc1
11: COc1ccc(OC)c2[nH]c(=O)c(CCNS(=O)(=O)c3ccccc3)cc12
12: CCN1CCN(C(=O)c2cc3cc(Cl)ccc3[nH]2)CC1
13: C/C(=N\N=C\c1ccccc1)c1nnn(-c2nonc2N)c1C
14: O=C(Nc1ccccn1)c1ccc2ccccc2c1O
15: COC(=O)c1sc(OC)cc1OCc1ccc(C)cc1
16: CCc1ccc(N(CC(=O)Nc2ccccc2C(=O)N2CCOCC2)S(C)(=O)=O)cc1

compound no.,9,10,11,12,13,14,15,16
CSN inh,-3,-2,0,6,1,0,-5,-6
LMPTP block,-0.3,-2.0,-2.3,0.3,-0.6,-1.4,-1.2,-0.2
MLLE-PAM2 inh,-1,5,8,-18,-3,3,-1,10
Scp-1 inhibitor,3,-13,-4,-2,-4,-7,3,6
NadD inh,2,0,-3,1,-2,5,-4,2
DNMT1 block,1,-5,-2,-3,3,-3,3,7
TbMetRS inhib,-1.2,-0.5,-0.8,-1.0,-0.8,-1.1,-0.2,-1.4
STEP inh,4,2,5,-1,-19,-2,-3,-5
Rpn11 block,i,i,i,i,i,i,i,i
SUMO1-SIM PPI,-2,-4,-3,0,0,-7,-4,0

17: COc1cccc(OCc2nc3c4cnn(-c5ccccc5)c4ncn3n2)c1
18: COc1cc2nc(SCc3ccc(F)cc3)n(Cc3cccs3)c(=N)c2cc1OC
19: Cc1cc(C)nc(N2CCCC(C(=O)NCc3ccccc3)C2)n1 (stereo not drawn)
20: COc1ccc(C(=S)NCS(=O)(=O)c2ccc(C)cc2)cc1
21: CCCNC(=S)NCc1ccc(Cl)cc1
22: O=C(CCc1nc2sc3c(c2c(=O)[nH]1)CCCC3)NCCc1ccc(F)cc1
23: CC(C)c1nnc(NC(=O)C2CCCO2)s1 (stereo not drawn)
24: CCN1CCN(CC(=O)Nc2ccc(OC(F)(F)F)cc2)CC1

compound no.,17,18,19,20,21,22,23,24
CSN inh,1,-1,7,-10,-13,8,-11,-4
LMPTP block,-0.9,4.0,-1.5,1.6,0.1,1.7,0.6,-2.3
MLLE-PAM2 inh,-5,1,-5,18,-6,-19,31,38
Scp-1 inhibitor,-3,-1,-7,-3,-6,-2,-6,-12
NadD inh,10,3,-1,-3,3,4,2,-2
DNMT1 block,8,-11,2,10,-2,5,-1,11
TbMetRS inhib,-0.8,-0.2,0.3,-1.1,-0.3,-0.3,-0.1,-0.6
STEP inh,-6,1,4,0,0,3,2,-2
Rpn11 block,i,i,i,i,i,i,i,i
SUMO1-SIM PPI,3,4,1,1,-1,4,11,-2

25: CC1CCCC(NC(=O)COC(=O)COc2ccccc2Cl)C1C (stereo not drawn)
26: COc1ccc(S(=O)(=O)Nc2cc3c(C(C)=O)c(C)oc3c3ccccc23)cc1
27: Cc1noc(C)c1NC(=O)N(C)C[C@@H]1Oc2ccc(NC(=O)C3CCCCC3)cc2C(=O)N([C@@H](C)CO)C[C@H]1C
28: COc1ccc2c(c1)CCc1c(C(=O)NCCN3CCOCC3)noc1-2
29: CCN(Cc1ccccc1)c1ccc(/C=N/N=C(N)N)cc1
30: CCn1c(SCC(=O)c2ccc3c(c2)OCCO3)nnc1C(C)C
31: C=CCn1c(=O)c2ccccc2n2c(=S)[nH]nc12
32: CCN(CC)c1ccc(/C=N/NC(=O)c2cc(C)nc3ccccc23)cc1

compound no.,25,26,27,28,29,30,31,32
CSN inh,-1,1,-3,0,-8,-2,6,-5
LMPTP block,0.3,1.0,-1.1,0.0,5.7,-0.6,-3.5,0.9
MLLE-PAM2 inh,-7,4,-11,-4,-50,20,-44,2
Scp-1 inhibitor,-15,-7,4,1,-5,-3,-4,-4
NadD inh,-11,-1,-8,1,-3,2,0,0
DNMT1 block,-6,-6,5,2,10,-1,-1,5
TbMetRS inhib,-0.7,0.1,-0.4,-0.2,-1.1,0.3,0.1,-0.7
STEP inh,2,-1,-3,0,12,3,1,2
Rpn11 block,i,i,i,i,i,i,i,i
SUMO1-SIM PPI,0,-3,3,-3,-15,0,10,-13

33: COC(=O)c1ccc(Cn2cc([N+](=O)[O-])cn2)cc1
34: COc1ccc(N2CCN(Cc3nc4c(c(=O)n(C)c(=O)n4C)n3CCc3ccccc3)CC2)cc1
35: CC1CCCN(CCCNC(=O)C2CCC(CNS(=O)(=O)c3cccc4nsnc34)CC2)C1 (stereo not drawn)
36: CC(C)C[C@@H](CN1CCC[C@H]1CN1C(=O)C(=O)NC[C@@H]1Cc1ccccc1)N1C[C@H](Cc2ccc(O)cc2)N(CC2CCCCC2)C(=O)C1=O
37: CC(=O)N1Cc2ccccc2CC1C(=O)NCc1ccccc1F (stereo not drawn)
38: O=C(Nc1sc2c(c1C(=O)NCc1ccco1)CCCC2)c1ccc2c(c1)OCO2
39: COc1c(O)cccc1[C@@H](O)C1CCN(CCc2ccc(F)cc2)CC1
40: NS(=O)(=O)c1ccc(NC(=S)N2CCN(Cc3ccc4c(c3)OCO4)CC2)cc1

compound no.,33,34,35,36,37,38,39,40
CSN inh,2,-3,-3,-3,4,8,-4,0
LMPTP block,0.5,0.3,0.5,0.4,-1.2,1.9,-2.3,-0.9
MLLE-PAM2 inh,17,0,3,/,16,-4,16,-50
Scp-1 inhibitor,-11,10,1,/,-2,6,-1,-24
NadD inh,-6,0,-7,20,-4,8,-3,-10
DNMT1 block,5,1,50*,/,1,11,2,-1
TbMetRS inhib,-0.7,-1.8,0.3,-0.9,-0.5,-1.1,0.1,-0.7
STEP inh,2,2,-3,/,0,6,2,92*
Rpn11 block,i,i,i,/,i,i,i,i
SUMO1-SIM PPI,-7,4,-30,0,-3,-1,7,-1

Along the list, quoted from above.
TbMetRS inhib for entries 33 to 40: -0.7, -1.8, 0.3, -0.9, -0.5, -1.1, 0.1, -0.7
CSN inh for entries 33 to 40: 2, -3, -3, -3, 4, 8, -4, 0

The list goes on.
41: CC(=O)c1c(C)[nH]c(C(=O)OCc2cccc(Cl)c2)c1C
42: Cc1cc(O)c(N)c(C)c1Cl
43: Cc1ccc(CN2CCC(NC(=O)c3ccccc3)CC2)cc1
44: S=c1[nH]nc(-c2ccc3ccccc3n2)n1-c1ccc2ncccc2c1
45: CN1CCCN(S(=O)(=O)c2ccc(Cl)c(Cl)c2)CC1
46: CCOC(=O)C1(CC2CC2)CCN(S(=O)(=O)C[C@]23CC[C@H](CC2=O)C3(C)C)CC1
47: CNC(=O)OC1CC2CC1[C@H]1CCCCN1C2=O (stereo partly drawn)
48: CCN(CCCNC(=O)CN1C(=O)COc2ccc(S(=O)(=O)N3CCC(C)CC3)cc21)Cc1ccccc1

compound no.,41,42,43,44,45,46,47,48
CSN inh,13,2,4,-13,-2,0,-6,5
LMPTP block,0.2,-0.8,-1.5,-0.7,-1.3,-0.2,-0.7,-1.7
MLLE-PAM2 inh,-4,16,-14,-12,3,-4,/,0
Scp-1 inhibitor,2,-7,-9,11,1,4,/,13
NadD inh,-10,6,-3,10,-11,-5,1,-7
DNMT1 block,-1,0,1,2,3,2,/,2
TbMetRS inhib,0.5,-0.4,-0.3,0.2,-0.6,-0.6,-0.2,-1.5
STEP inh,-4,-4,-1,-4,3,1,/,0
Rpn11 block,i,i,i,i,i,i,/,i
SUMO1-SIM PPI,-1,1,2,10,3,3,-1,3

49: COC(=O)C1CN(C(=O)COc2ccccc2)c2ccccc2O1 (stereo not drawn)
50: CN(CC(=O)Nc1ccc(F)cc1)C(=O)CCc1ccccc1
51: CCCCN(C(C)=O)c1c(CC)nc2ccc(C(=O)NCCOc3ccc(OC)cc3)cn12
52: CN(C)N(C)C(=O)C(O)(c1ccccc1)c1ccccc1
53: Fc1ccc(CSc2nnc(-c3ccncc3)o2)cc1
54: Cc1ccc(S(=O)(=O)N2CCN(C(=O)c3sccc3C)CC2)cc1

compound no.,49,50,51,52,53,54
CSN inh,0,-5,2,-3,-1,1
LMPTP block,-1.6,-0.4,-1.4,0.9,0.2,0.5
MLLE-PAM2 inh,1,-15,12,-1,25,-6
Scp-1 inhibitor,-11,1,/,-4,-3,5
NadD inh,-4,-1,4,3,1,-5
DNMT1 block,0,1,0,0,-1,5
TbMetRS inhib,-0.2,0.1,-0.5,0.3,0.2,-0.7
STEP inh,-2,-2,-2,-5,3,-2
Rpn11 block,i,i,i,i,i,i
SUMO1-SIM PPI,-3,1,-4,-2,2,-2

Assay outcomes from PubChem BioAssay.
